# FN deposit inh = fibronectin deposition inhibition; AH1F fibroblasts, Alexa488-fibronectin deposition fluorescence, overnight; inhibition, % at 12.6 µM; actives 0.086% (n = 350,000); AID 743247;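 active means mean inhibition across replicates of 30% or more, regardless of how many single replicates reach that level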;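 further: positive control wells lacked labelled fibronectin entirely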
#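 material = AH1F fibroblast monolayer depositing Alexa488-labelled fibronectin into matrix | amount = 10000 AH1F cells/well | buffer or medium = DMEM plus 2% serum, read in PBS | incubation = 1 h cell adhesion before compound, then overnight fibronectin incubation | detection = fluorescence at 485 nm excitation, 525 nm emission | evaluation = percent inhibition as loss of matrix-bound fibronectin fluorescence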
# CASP6 VEID inh = caspase-6 (human) enzyme inhibition | P55212 | actives 0.53% (n = 350,000) | inhibition, % at 12.5 µM | purified caspase-6, Z-VEID-R110 cleavage fluorescence;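 active means mean inhibition across replicates at least about 35%, with every replicate also reaching that limit, limit read from the data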;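 further: 0% = median of neutral control wells and 100% = no fluorescence left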
# Target sequence (P55212 24-179 limits assumed): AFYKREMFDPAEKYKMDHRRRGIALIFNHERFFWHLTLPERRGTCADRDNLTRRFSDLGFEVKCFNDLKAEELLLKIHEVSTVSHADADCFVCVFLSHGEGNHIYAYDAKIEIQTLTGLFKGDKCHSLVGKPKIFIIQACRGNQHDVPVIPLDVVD
# Target sequence (P55212 194-293 limits assumed): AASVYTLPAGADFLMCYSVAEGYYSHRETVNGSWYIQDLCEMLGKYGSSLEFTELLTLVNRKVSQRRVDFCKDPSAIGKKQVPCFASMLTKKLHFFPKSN
# SIRT5 block = sirtuin-5 (human) deacylase inhibition. Q9NXA8. Purified SirT5, succinyl-peptide AMC, trypsin-coupled fluorescence. inhibition, % at 15 µM. actives 1.1% (n = 330,000). AID 652115; in the data active means inhibition above about 15%
# Target sequence (Q9NXA8 whole entry, looked up): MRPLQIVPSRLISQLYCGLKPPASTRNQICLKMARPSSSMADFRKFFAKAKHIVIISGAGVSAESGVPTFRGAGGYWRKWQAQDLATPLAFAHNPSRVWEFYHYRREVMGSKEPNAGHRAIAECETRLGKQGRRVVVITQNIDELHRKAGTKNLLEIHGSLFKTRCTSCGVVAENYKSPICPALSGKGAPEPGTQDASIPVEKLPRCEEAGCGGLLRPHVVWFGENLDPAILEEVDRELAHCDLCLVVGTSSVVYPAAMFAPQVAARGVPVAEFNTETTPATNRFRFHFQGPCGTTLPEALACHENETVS
# LGR2 inh = inhibitors of bursicon-induced Drosophila LGR2 receptor cAMP signaling; HEK293 LGR2, CRE-luciferase, bursicon-stimulated, 4 h; inhibition, % at 9.99 µM; actives 0.35% (n = 380,000);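 active means drop in luminescence signal, shown as inhibition above about 50% in the replicate tests, limit read from the data, passing the limit was not always enough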;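 further: agonist challenge used bursicon conditioned medium at about half maximal strength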
# esBAF inh = inhibitors of esBAF chromatin remodeling in mouse ES cells; Bmi1-luciferase knock-in reporter, 24 h; 100% = twice the neutral-well signal; reporter increase, % at 12.5 µM; actives 2% (n = 350,000); AID 602393; in the data active means activation above about 40%;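 further: 0% = median of the plate's neutral control wells and 100% = double that signal; a rise in the Bmi1 reporter signal indicates esBAF inhibition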
# S100A4 inh HTS = S100A4-myosin IIA interaction inhibition | P26447 | actives 0.14% (n = 360,000) | S100A4/TAMRA-MyoIIA peptide fluorescence polarization | inhibition, % at 10.7 µM;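 active means mean inhibition of at least 70% across replicates, with every replicate also reaching that level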
# Target sequence (P26447 whole entry, looked up): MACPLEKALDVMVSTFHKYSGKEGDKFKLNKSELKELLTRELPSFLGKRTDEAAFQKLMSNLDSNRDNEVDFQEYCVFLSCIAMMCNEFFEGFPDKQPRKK
#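 Compound dosing: one dose per compound; test system: human S100A4 monomer with TAMRA-labelled myosin IIA peptide; probe or stimulus: TAMRA-labelled myosin IIA heavy-chain peptide probe, 5 nM; medium: HEPES buffer with Ca2+, pH 7.2; schedule: 5 min incubation before reading; benchmarks: neutral control DMSO, positive control TFP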
# Statin myotox sup = suppression of simvastatin myotoxicity; C2C12 myotubes + simvastatin, ATP luminescence, 48 h; scaled: DMSO 0, geranylgeraniol control 100; rescue of ATP level, % at 7.49 µM; actives 0.78% (n = 330,000);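 active means mean ATP rescue above about 67%, or every replicate alone reaching that limit, limit read from the data, passing the limit was not always enough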;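 further: myotubes were challenged with 10 µM simvastatin during compound exposure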
# An asterisk follows results filed as active; . = not tested or not shown.
# Values in the order – CASP6 VEID inh	Statin myotox sup	S100A4 inh HTS	esBAF inh	FN deposit inh	LGR2 inh	SIRT5 block
> Cc1noc(C)c1NC(=O)N(C)C[C@H]1OCc2ccccc2-c2c(n(C)c3ccccc23)C(=O)N([C@H](C)CO)C[C@@H]1C
  2	.	6	0	-12	-3	5
> COc1ccc(S(=O)(=O)n2cccc2)c(OC)c1
  2	8	-1	6	-8	-5	-5
> C[C@H](CO)N1C[C@H](C)[C@H](CN(C)Cc2ccc3c(c2)OCO3)Oc2ccc(NC(=O)Nc3ccc4c(c3)OCO4)cc2CC1=O
  1	-26	-4	-4	.	-7	-6
> COc1ccc(Br)cc1/C=N/Nc1ccc(Cl)c(C(=O)O)c1
  3	-10	8	-6	-1	11	-9
> COCC(=O)N1C[C@H](C)[C@@H](OC)CN(C)C(=O)c2ccc(NC(=O)c3ccc(OC)cc3)cc2OC[C@@H]1C
  2	.	19	.	-11	-2	7
> Cc1ccc(F)cc1C(=O)N1CCCC(C)(C(=O)NS(=O)(=O)C2CC2)C1 (stereo not given)
  2	-3	2	2	.	-12	.
> CCOC(=O)/C(C#N)=C\c1ccc(CC)s1
  .	4	.	30	2	.	.
> CCS(=O)(=O)N1Cc2ccccc2CC1C(=O)Nc1nc2ccc(F)cc2s1 (stereo not given)
  1	-15	-13	32	4	.	.
> C[C@H]1CN([C@@H](C)CO)C(=O)c2cccc(NS(=O)(=O)c3ccccc3)c2O[C@H]1CN(C)C
  -2	-6	-32	2	-10	12	8
> CC(C)(C)NC(=O)c1ccc2c(c1)N(CC(=O)N1CCCC1)C(=O)C(C)(C)O2
  -2	0	-2	-1	2	1	-1
> CCN(C(=O)CN1C(=O)CN(C)C1=O)c1cccc2ccccc12
  -1	6	-3	3	3	10	-3
> Cc1cccc(NC(=O)c2ccccc2OCC(=O)c2ccc(F)cc2)c1
  -2	.	2	.	5	.	2
> CCCCN(C(=O)c1cc(S(=O)(=O)N2CCOCC2)ccc1F)c1c(N)n(CCCC)c(=O)[nH]c1=O
  3	9	8	-7	3	-16	0
> CO[C@@H]1CN(C)C(=O)c2cc(NC(=O)C3CCC3)ccc2OC[C@H](C)N(C(=O)NC(C)C)C[C@H]1C
  4	-20	-8	-5	1	8	-2
> CNC[C@@H]1OCCCC[C@@H](C)Oc2ccc(NC(=O)NC3CCCCC3)cc2C(=O)N([C@@H](C)CO)C[C@H]1C
  -1	45	5	-2	.	20	-2
> Cc1cc(C(=O)N/N=C/c2ccc(N(C)C)o2)cs1
  19	-3	-1	8	0	3	2
> COc1ccc(C(N)c2csc(Nc3ccc(C(=O)NCCCO)cn3)n2)cc1 (stereo not given)
  0	-7	-25	-9	2	3	-1
> CC(=O)N1CC(=O)N2[C@H](CO)[C@H](c3ccc(C#Cc4cccnc4)cc3)[C@H]2C1
  -3	.	6	.	.	10	1
> Cc1ccc(S(=O)(=O)N(C)C[C@H]2Oc3ccc(NC(=O)Nc4cccc5ccccc45)cc3CC(=O)N([C@@H](C)CO)C[C@H]2C)cc1
  -1	31	-18	-3	20	4	19*
> Cc1cc(C)cc(NC(=S)N2C3CCCC2CC(NC(=O)C2CC2)C3)c1 (stereo not given)
  8	3	-1	-3	8	-7	-2
> Cc1noc(C)c1S(=O)(=O)Nc1ccc2c(c1)CC(=O)N([C@@H](C)CO)C[C@@H](C)[C@@H](CN(C)S(=O)(=O)c1ccc(Cl)cc1)O2
  0	-35	-2	-4	-3	14	3
> CC(C)NC(=O)Nc1cccc2c1O[C@H](CN(C)S(=O)(=O)c1ccc(Cl)cc1)[C@H](C)CN([C@@H](C)CO)C2=O
  -2	3	-1	1	.	9	-3
> O=C1Cc2cc(S(=O)(=O)N3CCNCC3)ccc2N1
  -27	.	5	.	.	7	.
> C[C@@H]1CN([C@@H](C)CO)C(=O)c2cc(NC(=O)Nc3ccc(C(F)(F)F)cc3)ccc2O[C@@H]1CN(C)S(=O)(=O)c1ccccc1
  .	-46	.	0	.	16	.
> CC(Oc1ccccc1F)C(=O)NC1CCS(=O)(=O)C1 (stereo not given)
  2	-2	-10	-5	4	-7	-1
> O=C(c1cc(S(=O)(=O)N2CCN(c3ccccc3)CC2)ccc1Cl)N1CCCCCCC1
  -3	.	-6	.	-5	3	-2
> CC(C)(C)OC(=O)C[C@@H]1C/C=C\C[C@H](CC(=O)N(CCO)Cc2ccccc2)C(=O)N[C@@H](c2ccccc2)COC1=O
  8	7	-2	6	0	-7	-2
> CCc1cccc(C)c1NC(=S)NCc1ccc2c(c1)cc(C)n2C
  -5	-36	12	-13	-4	13	-1
> CCCc1nc2c(s1)CCc1onc(-c3ccc(Br)cc3)c1-2
  -2	-5	3	-11	10	-13	.
> CCc1cccc(C)c1NC(=S)NCC1CCN(c2ccc(OC)cc2)C1 (stereo not given)
  1	11	2	9	-5	-6	1
> COc1ccccc1CN1C[C@@H](C)[C@@H](OC)CN(C)C(=O)c2ccc(NC(C)=O)cc2OC[C@H]1C
  2	2	61	0	2	11	2
> COC(=O)c1cn(C(=O)/C=C/c2ccc(OC)c(OC)c2)c2ccccc12
  .	.	-7	.	18	14	-3
> COc1cc(C(=O)NC(CCSC)C(=O)OCC(=O)NC(=O)C2CCCCC2)cc(OC)c1OC (stereo not given)
  4	8	-2	-5	3	-17	-1
> CCOc1cc(NS(=O)(=O)CC)c(OCC)cc1NC(=O)c1ccco1
  .	-13	.	3	0	.	.
> COc1cc(OC)cc(C(=O)N[C@H](C(=O)OCC(=O)Nc2cccnc2Cl)C(C)C)c1
  -2	4	2	1	0	1	-4
> Cc1noc(C)c1NC(=O)N(C)C[C@H]1OCCCC[C@@H](C)Oc2ccc(NC(=O)Nc3ccc(C(F)(F)F)cc3)cc2C(=O)N([C@@H](C)CO)C[C@H]1C
  -3	34	-3	0	2	-3	6
> COc1cccc(S(=O)(=O)Nc2ccc3c(c2)[C@@H]2C[C@H](CC(=O)NC4CCCCC4)O[C@H](CO)[C@@H]2O3)c1
  -9	2	7	9	13	1	1
> O=c1c2c(nc3nc(NCc4cccc(Cl)c4)[nH]n13)CCC2
  -1	.	13	.	-16	-24	-4
> COc1cccc(S(=O)(=O)N[C@H]2C=C[C@@H](CC(=O)NCc3ccccc3)O[C@@H]2CO)c1
  -3	0	1	-2	.	-7	-2
> COc1ccc(C(=O)O)cc1S(=O)(=O)Nc1ccc(C)cc1
  6	.	-1	.	-1	-19	4

# 5 entries from above, ordered by molecular weight, lowest first.
# Values in the order – CASP6 VEID inh	Statin myotox sup	S100A4 inh HTS	esBAF inh	FN deposit inh	LGR2 inh	SIRT5 block
> O=c1c2c(nc3nc(NCc4cccc(Cl)c4)[nH]n13)CCC2
  -1	.	13	.	-16	-24	-4
> Cc1ccc(F)cc1C(=O)N1CCCC(C)(C(=O)NS(=O)(=O)C2CC2)C1 (stereo not given)
  2	-3	2	2	.	-12	.
> CCc1cccc(C)c1NC(=S)NCC1CCN(c2ccc(OC)cc2)C1 (stereo not given)
  1	11	2	9	-5	-6	1
> COc1cc(OC)cc(C(=O)N[C@H](C(=O)OCC(=O)Nc2cccnc2Cl)C(C)C)c1
  -2	4	2	1	0	1	-4
> C[C@@H]1CN([C@@H](C)CO)C(=O)c2cc(NC(=O)Nc3ccc(C(F)(F)F)cc3)ccc2O[C@@H]1CN(C)S(=O)(=O)c1ccccc1
  .	-46	.	0	.	16	.

# Going on with the list.
# Values in the order – CASP6 VEID inh	Statin myotox sup	S100A4 inh HTS	esBAF inh	FN deposit inh	LGR2 inh	SIRT5 block
> Cc1ccc(OCc2nc(-c3ccccc3)no2)cc1
  3	0	-9	35	1	-87	-1
> Cc1cc(C(=O)CSc2nc(N)cc(=O)[nH]2)c(C)n1Cc1ccco1
  1	.	-3	.	4	2	0
> CCN(Cc1nc2ccccc2c(=O)[nH]1)C(=O)C1CC(=O)N(c2cccc3ccccc23)C1 (stereo not given)
  3	-3	-13	1	0	11	-2
> CCCNC(=O)[C@@H]1CCCN1C(=O)C1CCN(S(=O)(=O)c2ccc(C)cc2)CC1
  2	0	-4	-1	5	2	-2
> Cc1c(C(=O)N(C)CCC#N)oc2ccc(S(=O)(=O)N3CC(C)CC(C)C3)cc12 (stereo not given)
  -3	1	0	13	0	-11	-4
> CCC(C)NC(=O)c1ccccc1NC(=O)COc1ccc(OC)cc1 (stereo not given)
  -2	.	2	.	-3	0	-9
> Cc1ccc(CSCCNC(=O)CN(c2ccc(F)cc2)S(C)(=O)=O)cc1
  -1	18	2	-7	6	-2	-2
> Cc1ccsc1C(=O)OCC(=O)NCCCc1ccccc1
  -2	.	0	.	2	-11	-2
> N#CCSc1nnc(-c2ccc(S(=O)(=O)N3CCOCC3)cc2)n1CC1CCCO1 (stereo not given)
  .	-3	.	-20	3	.	.
> CCCNC(=O)N1[C@@H](CO)[C@@H](c2ccccc2)[C@@H]1CNC(=O)c1cccc(F)c1
  -3	-14	50	-13	26	-7	6
> Cc1nn(C)cc1C1C(C#N)=C(N)N(c2cccnc2)C2=C1C(=O)CCC2 (stereo not given)
  -5	.	-11	.	-1	11	1
> COC(=O)C1=C(C)N(Cc2ccccc2C(F)(F)F)C(=NCC2CC2)NC1c1cccc(Cl)c1 (stereo not given)
  2	.	-1	.	7	0	-2
> COc1cccc(NC(=O)N[C@H]2C=C[C@@H](CC(=O)N3CCN(C)CC3)O[C@H]2CO)c1
  0	1	-5	2	.	11	-3
> C[C@@H]1CN([C@@H](C)CO)C(=O)c2cccc(NC(=O)c3ccncc3)c2O[C@H]1CN(C)S(=O)(=O)c1ccc(F)cc1
  0	3	7	-1	.	9	-3
> CCC(=O)Nc1ccc2c(c1)C(=O)N(C)[C@H]1CC[C@H](CC(=O)NCC3CCCCC3)O[C@H]1CO2
  -1	-3	0	3	2	-10	-4
> CC(C)(C)n1nnnc1C(c1cccc(C(F)(F)F)c1)N1CCC(O)CC1 (stereo not given)
  -1	.	-3	.	20	7	-6
> Cc1cc(NC(=O)CCC(=O)N(CCC(C)C)C(C(=O)NC2CCCC2)c2ccccc2C)no1 (stereo not given)
  1	4	2	-2	-20	-6	2
> COc1ccccc1NC(=O)c1nc[nH]c1C(=O)Nc1ccccc1OC
  .	-19	.	-8	6	.	.
> CSc1ncc(Cl)c(C(=O)Nc2nnc(SC/C=C/c3ccccc3)s2)n1
  1	-14	-1	3	1	-4	2
> Cc1ccc([N+](=O)[O-])cc1NC(=S)NC(=O)c1cccnc1
  0	.	-11	.	2	-9	-4
> CC(C(=O)N1CCOCCOCCOCCOCCOCC1)N1C(=O)c2ccccc2C1=O (stereo not given)
  0	.	-3	.	1	14	-1
> CO[C@@H]1CN(C)C(=O)c2cc(NC(=O)Nc3ccc(C(F)(F)F)cc3)ccc2OC[C@@H](C)NC[C@@H]1C
  -2	-106	-14	0	9	-2	-4
> C[C@H](CO)N1C[C@H](C)[C@H](CN(C)C(=O)c2ccccc2F)Oc2ncc(C#Cc3ccncc3)cc2C1=O
  -1	5	1	-3	-1	2	-7
> COc1ccc(CNC(=O)C[C@@H]2C[C@@H]3c4cc(NC(=O)C5CCC5)ccc4O[C@@H]3[C@H](CO)O2)cc1
  0	7	6	-26	-6	20	1
> Nc1nc(CN2CCN(C(=O)c3ccco3)CC2)nc(Nc2cccc(Cl)c2)n1
  1	.	6	.	.	-7	1
> COc1cccc(-c2cn(CC[C@H]3CC[C@@H](NC(C)=O)[C@H](CO)O3)nn2)c1
  0	2	24	-2	.	3	-7
> Cc1cc(C)c(S(=O)(=O)Nc2ccc(O)c(Sc3ncn[nH]3)c2)cc1C
  10	4	0	-1	-1	8	-5
> OC[C@H]1[C@H](c2ccccc2)C2(CN(Cc3ccccc3F)C2)N1Cc1ccccc1F
  -2	.	-5	.	7	-7	-2
> CC(C)Oc1ccc(C(=O)NC2CCS(=O)(=O)C2)cc1 (stereo not given)
  0	2	-2	2	.	3	0

# Assay outcomes: PubChem, Broad Institute

# Only part of the results is shown; rates above refer to the full screens.
